P. falciparum M17LAP: P. falciparum M17LAP inhibitors, primary screen, biochemical, fluorogenic H-Leu-NHMec substrate, 1536-well (AID 1619). inhibition, % at 30 µM; hits with a dose series show IC50 in µM. actives 0.38% (n = 220,000). recombinant M17LAP, H-Leu-NHMec fluorogenic kinetic assay; higher % means a stronger effect;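 active = compound inhibiting the enzyme by more than half at any dose during confirmatory dose-response retesting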;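 note: plate controls were full reaction with DMSO carrier for no effect and no enzyme background for full effect; strong numbers were not always called active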
M1AAP inhibition: malaria alanyl aminopeptidase activity blockers – biochemical, fluorogenic H-Leu-NHMec substrate, 1536-well (AID 1445) | recombinant M1AAP, H-Leu-NHMec fluorogenic kinetic assay; higher % means a stronger effect | one-dose inhibition, % at 30 µM; IC50 in µM for titrated hits | actives 0.42% (n = 220,000);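 active = primary inhibition above the hit cutoff, then over 50% inhibition at one or more dose response concentrations, cut at about 23% in these data, passing the limit was not always enough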;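 note: plate controls were DMSO full reaction for no effect and no enzyme background for full effect; strong numbers were not always called active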
Dynein cargo inh: dynein cargo transport inhibition. 3617.4 mouse cells, GR-EGFP nuclear translocation imaging; test concentration mostly 20 µM; stimulated with dexamethasone, 1 µM; stronger effect = lower value. actives 0.47% (n = 220,000). AID 1381. z-score, hits read low;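 active = plate z-score of nuclear minus cytoplasmic receptor signal below a set negative limit, without overly bright fluorescence or cell loss, cut at about -3.5 in these data, passing the limit was not always enough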;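 note: z-score of nuclear minus cytoplasmic ring GR-EGFP intensity difference per well; some compounds called inactive have numbers as strong as hits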
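Medium: Induction medium lacking tetracycline, stripped serum | Probe or stimulus: 1.0 µM final dexamethasone stimulus | Schedule: 48 h induction, then 1 h compound, then 30 min agonist, 37 °C | Signal: Automated 10x imaging of fixed Hoechst-stained cells | Evaluation: Per-cell GR-EGFP intensity, nucleus versus surrounding cytoplasmic ring, well-averaged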
MT stabilizer: stabilizes microtubules in HeLa cells | HeLa tubulin immunostaining HCS, 24 h; share of cells brighter than vehicle mean+2SD | % tubulin-high responders, % at 10 µM | actives 0.83% (n = 200,000) | AID 2205;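 active = plate Z-score above 3 for both tubulin-high and condensed-nucleus cell shares, with cell loss under 80%, at 10 µM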;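 note: anti alpha tubulin signal scored within the nucleus-defined area of each cell; some results filed as inactive read as strong as hits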
Autophagy HCS: modulators of autophagy | MEF GFP-LC3 puncta imaging; test concentration mostly 10 µM | calls only at 10 µM (by protocol) | actives 0.98% (n = 190,000);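 active = percentage of spot-positive cells more than 3 SD above its plate mean, without a fluorescence outlier flag or 80% toxicity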;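 note: spot-positive cell cutoff set from DMSO-treated cells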
Ins promoter up: MIN6 insulin promoter up-regulation | z-score at 5 µM | actives 0.3% (n = 190,000) | MIN6 insulin promoter-GFP reporter, high-content imaging; stronger effect = higher value | AID 1625;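 active = z-score above 3 at 5 µM with at least 500 cells counted in the well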
CSM14.1 death rescue: rescue of cells from ER stress-induced death, primary screen, 384-well, CSM14.1, thapsigargin, ATP luminescence (AID 1222). CSM14.1 thapsigargin-induced death rescue, ATP luminescence; higher % means a stronger effect. one-dose cellular ATP content (survival), % at 20 µM; EC50 in µM for titrated hits. 190,000 tested, under 10 active;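 active = EC50 below 50 µM in the dose-response confirmation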;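 note: death triggered by thapsigargin at about 15 µM added after 2 h compound pretreatment; cell ATP read after overnight thapsigargin exposure of roughly 18 to 22 hours; normalized against plate controls of thapsigargin alone and 5% DMSO vehicle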
Hep lipid drop: hepatic lipid droplet formation modulation; AML12 mouse hepatocytes, oleate lipid droplets, BODIPY imaging; inhibition, % at 6.5 µM; actives 0.4% (n = 240,000); AID 1656;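 active = lipid droplet intensity inhibited by at least 50%, with more than 500 cells counted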
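Material – mouse AML12 hepatocyte cell line, fixed after treatment · Compound dosing – one dose, 6.5 µM compound · Times – compound with oleate, overnight · Measured by – Image-based BODIPY and DAPI two-channel analysis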
Yfh1-off respiration: mitochondrial function rescue without frataxin homolog – Friedreich's ataxia, plus single-dose screen, dose response (AID 1465); actives 0.074% (n = 220,000); S. cerevisiae Yfh1-off respiration, WST-1 reduction, 72 h; higher fold induction means a stronger effect; fold induction at 50 µM, or EC50 in µM where a hit was titrated;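 active = fold induction of absorbance versus untreated yeast above a set limit, then at least 30% activation at any dose in follow-up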;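 note: activators that raise dye reduction in frataxin-depleted yeast; strong numbers were not always called active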
Dynein cargo inh cytoplasmic EGFP: also measured in Dynein cargo inh; calls as there; z-score; measured here: cytoplasmic GR-EGFP intensity; stronger effect = higher value
Dynein cargo inh nuclear GR-EGFP: further read-out of Dynein cargo inh, marked with its call; z-score; measured here: nuclear GR-EGFP intensity;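 lower value marks the stronger effect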
Dynein cargo inh cell count: further read-out of Dynein cargo inh, marked with its call; z-score; measured here: cell count per field
Ins promoter up cell count: further read-out of Ins promoter up, marked with its call; cell count; measured here: cytotoxicity, nuclei count;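 total cells summed across four imaged fields per well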
Hep lipid drop cells 6.5 µM: recorded beside Hep lipid drop, whose call it bears; cell count; measured here: cell count, cytotoxicity flag;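 cells counted across two imaged fields per well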
MT stabilizer Hoechst-high %: also measured in MT stabilizer; calls as there; % Hoechst-high responders; measured here: nuclear condensation Hoechst responders;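 share of cells brighter than vehicle mean plus two SD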
MT stabilizer cytotoxicity %: recorded beside MT stabilizer, whose call it bears; toxicity, %; measured here: cytotoxicity by cell density;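 0% = mean cell density of plate MIN control wells and 100% = no cells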
Autophagy HCS cell loss 18 h: second read-out of Autophagy HCS, no call of its own (marks repeat the call); toxicity, %; measured here: cell loss, nuclei count;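 cell loss after 18 h compound exposure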
The depositor's hits bear a star; i = inactive; . = no result given.

SMILES	P. falciparum M17LAP	M1AAP inhibition	Dynein cargo inh	Dynein cargo inh cytoplasmic EGFP	Dynein cargo inh nuclear GR-EGFP	Dynein cargo inh cell count	MT stabilizer	MT stabilizer Hoechst-high %	MT stabilizer cytotoxicity %	Autophagy HCS	Autophagy HCS cell loss 18 h	Ins promoter up	Ins promoter up cell count	CSM14.1 death rescue	Hep lipid drop	Hep lipid drop cells 6.5 µM	Yfh1-off respiration
O=C(Nc1ccc2c(c1)OCO2)C1Cc2ccccc2CN1S(=O)(=O)c1cccs1 (centres undefined)	5.4%	-3.3%	2.26	-0.0822	1.56	-1.76	4.0	4.5	10.7	i	-5.2	-0.74	1259	-1.9%	.	.	i
N#CC(c1ccc(Cl)cc1)c1cccc(Cl)n1 (centres undefined)	-18.6%	9.3%	-0.578	-0.324	-0.141	0.669	3.9	2.4	11.3	i	25.8	-0.21	1309	-0.2%	.	.	i
O=C(NC(=S)Nc1ccc(S(=O)(=O)Nc2nccs2)cc1)c1cccc(F)c1	2.7%	7.3%	0.101	-0.225	0.529	-0.694	2.1	3.3	3.1	i	10.3	0.46	1536	-1.5%	-44.9	727	i
COc1ccc(Nc2nc(N3CCCC3)nc(N3CCCC3)n2)c(OC)c1	-8.5%	-2.3%	2.94	0.0238	2.16	-1.75	1.2	1.8	8.9	i	1.2	.	.	-2.0%	-11.0	782	i
CC(c1ccon1)N(C)C(=O)CCc1nnc(CCCCc2ccccc2)o1 (centres undefined)	2.9%	-5.9%	0.544	-0.248	0.535	-0.739	2.3	2.3	6.9	i	22.4	-0.29	1516	0.2%	-6.1	666	i
CCCOc1ccccc1NC(=O)c1ccc([N+](=O)[O-])cc1	14.1%	0.1%	-0.622	-0.255	-0.308	-0.0945	2.4	1.5	1.0	i	7.4	0.39	1193	-0.7%	-7.7	723	i
COc1ccc(NC(=O)CSc2nnc(-c3cccs3)n2Cc2ccco2)cc1OC	0.4%	-0.9%	-0.138	-0.275	-0.0278	-0.102	3.4	2.6	6.3	i	14.8	-0.86	972	-1.3%	.	.	i
COC(=O)c1ccc(Cl)c(NC(=O)CN(c2ccc3c(c2)OCO3)S(C)(=O)=O)c1	13.8%	-4.2%	0.0524	-0.22	0.00653	0.567	6.4	2.7	2.4	i	-5.1	.	.	0.8%	43.3	742	i
C=CCn1c(SCC(=O)NCC2CCCO2)nc2scc(-c3ccco3)c2c1=O (centres undefined)	4.5%	20.6%	-0.188	-0.175	0.156	0.0189	2.1	1.7	6.9	i	-3.3	0.24	1849	-2.0%	-67.5	707	i
COC(=O)C(CCSC)NC(=O)C(NC(=O)C1CCC(C)CC1)C(C)C (centres undefined)	-1.0%	2.6%	1.22	-0.17	1.08	-0.167	2.7	3.7	6.0	i	-1.8	-0.33	1388	-0.2%	.	.	i
CCCCCn1c(CN2CCN(C(=O)c3ccco3)CC2)nc2c1c(=O)n(C)c(=O)n2C	4.0%	7.0%	-0.579	-0.826	-0.00868	0.0505	.	.	.	.	.	-0.65	920	.	11.1	678	i
O=C(CCC(=O)OCc1ccc(Cl)cc1)Nc1cccc([N+](=O)[O-])c1	3.7%	-0.1%	-0.641	-0.201	-0.528	1.13	1.7	1.7	5.7	i	4.9	1.47	1370	-1.6%	.	.	i
O=C(NCc1cccs1)c1cnc2sccn2c1=O	12.7%	14.6%	-0.848	-0.204	-0.091	0.5	5.6	2.3	10.8	i	-6.2	2.05	1908	.	-4.4	690	i
COc1ccc(S(=O)(=O)NCC2CCC(C(=O)N3CCC4(CC3)OCCO4)CC2)cc1 (centres undefined)	7.9%	11.8%	0.433	-0.259	0.582	0.428	3.1	3.1	20.1	i	5.4	.	.	-6.0%	1.8	758	i
CCc1ccc(NC(=S)NC2CCN(Cc3ccccc3)CC2)cc1	8.9%	2.0%	-0.345	-0.316	-0.499	0.248	3.7	2.4	0.4	i	-2.8	.	.	-0.9%	5.4	646	i
O=C(NC(Cc1c[nH]c2ccccc12)C(=O)Nc1ccc(F)c([N+](=O)[O-])c1)c1cccs1 (centres undefined)	4.8%	4.8%	-0.621	-0.23	-0.307	0.0349	6.2	1.4	6.5	i	2.7	0.02	1467	-0.9%	13.0	679	i
O=S1(=O)CCN(Cc2csc(-c3cccs3)n2)CC1	4.1%	9.0%	-1.01	-0.251	-0.535	1.89	.	.	.	.	.	0.17	1399	.	1.8	731	i
COc1ccc(Cl)cc1-c1csc(N)n1	-4.5%	5.9%	0.922	-0.0976	0.864	-0.156	2.6	2.1	6.6	i	-2.0	-0.16	1603	-0.9%	-19.6	694	i
Cc1ccc2nc(SCn3nnc4ccccc4c3=O)[nH]c2c1	8.0%	6.5%	-0.408	0.823	-0.175	-0.284	1.9	2.6	3.8	i	-6.9	0.99	1498	-2.9%	-33.0	345	i
CCOC(=O)C1CCN(C2CC(=O)N(c3cccc(Cl)c3)C2=O)CC1 (centres undefined)	0.5%	0.2%	-1.04	-0.00227	-0.199	0.663	3.5	1.9	10.5	i	-10.0	0.8	1196	-0.7%	-1.7	725	i
Cc1ccc(S(=O)(=O)N2CCN(C(=O)c3cccc(F)c3)CC2)cc1	-3.2%	-2.5%	-0.649	-0.3	-0.0835	-0.132	1.7	0.7	26.4	i	5.8	-1.2	1185	0.8%	0.4	751	i
CN(C)c1ccc(C2NCC(CCl)O2)cc1 (centres undefined)	1.3%	7.2%	-0.747	0.23	-0.363	0.85	1.3	0.9	6.5	i	-1.7	-0.02	1595	0.2%	.	.	i
COc1ccc(-c2nc(C#N)c(NCc3ccccc3Cl)o2)cc1OC	12.5%	4.9%	-1.35	-0.326	-1.25	0.894	4.5	3.0	5.8	i	12.5	-1.73	765	-1.7%	0.3	724	i
CC(=O)c1cc(-c2ccccc2)n(CC(=O)N2CCC(C)CC2)c1C	-8.3%	9.5%	1.11	-0.156	1.44	-0.449	2.4	1.8	6.2	i	10.7	-1.79	601	1.4%	-15.1	643	i
COCCCn1nnnc1SCC(=O)N1CCN(C(=O)c2ccco2)CC1	6.4%	-0.1%	1.05	-0.28	1.52	-1.27	2.5	1.8	8.9	i	-6.2	0.09	1442	0.1%	-3.3	729	i
Going on with the list.
SMILES	P. falciparum M17LAP	M1AAP inhibition	Dynein cargo inh	Dynein cargo inh cytoplasmic EGFP	Dynein cargo inh nuclear GR-EGFP	Dynein cargo inh cell count	MT stabilizer	MT stabilizer Hoechst-high %	MT stabilizer cytotoxicity %	Autophagy HCS	Autophagy HCS cell loss 18 h	Ins promoter up	Ins promoter up cell count	CSM14.1 death rescue	Hep lipid drop	Hep lipid drop cells 6.5 µM	Yfh1-off respiration
Cc1cccc2nc(COc3ccc(-c4ccccc4)cc3)cn12	-4.4%	3.2%	0.106	-0.315	0.388	0.69	3.6	0.7	7.0	i	0.0	0.21	1227	13.0%	-32.6	648	i
CC(=O)NC(=S)Nc1ccc2oc(=O)ccc2c1	-7.3%	8.4%	2.02	-0.278	0.977	-0.804	.	.	.	.	.	-0.24	1450	.	7.8	764	i
FC(F)(F)c1nnc2ccc(N3CCN(c4ccccc4)CC3)nn12	11.3%	-4.5%	-0.356	-0.2	0.00936	1.06	0.9	2.0	7.4	i	1.2	0.07	1084	1.3%	2.1	767	i
CC(NC(=O)c1ccc(N)cc1)c1ccccc1 (centres undefined)	-0.9%	5.8%	-1.1	-0.295	-0.284	1.04	2.5	2.1	6.9	i	-32.2	0.46	1570	2.5%	-8.2	649	i
CC(=O)Nc1ccc(S(=O)(=O)N2CCC(NC(C)=O)(c3cccc(F)c3)CC2)cc1	1.4%	6.9%	-0.876	0.0592	-0.769	0.235	4.6	2.3	3.8	i	-0.5	0.47	1265	-1.6%	.	.	i
COCCNC(=O)CSc1nc2ccc(N3CCOCC3)cc2c(=O)n1Cc1ccc(OC)cc1	-13.9%	8.4%	0.755	-0.142	1.04	0.0766	3.6	1.6	8.9	i	9.8	0.29	1561	4.7%	.	.	i
O=C(OCC(=O)c1ccc(Cl)s1)c1ccc2ccccc2n1	28.4%	0.8%	-0.224	-0.0462	-0.373	0.432	3.5	1.9	4.1	i	8.3	-0.23	1575	1.0%	-7.2	633	i
C=CCOc1ccc(/C=N\NC(N)=S)cc1	11.7%	-1.3%	-0.142	-0.209	0.129	0.137	5.8	0.8	11.1	i	18.1	-0.74	1563	-0.9%	1.7	643	i
Cc1cc(C)n2nc(CC(=O)NC3CCCC(C)C3C)nc2n1 (centres undefined)	8.6%	-2.1%	-0.105	-0.218	0.054	0.19	2.6	2.9	10.4	i	-1.2	-0.17	1481	0.7%	.	.	i
CCCOc1ccc(OCCN2CCCC(C)C2)cc1 (centres undefined)	6.4%	0.1%	-0.515	-0.236	0.311	1.14	3.8	3.2	13.1	i	-47.8	0.25	1117	0.3%	-67.2	662	i
CCN(C(=O)Cc1cccs1)c1nnc(-c2cc(OC)c(OC)c(OC)c2)s1	-3.7%	2.7%	0.358	-0.278	0.307	0.737	2.6	0.2	22.8	i	-0.2	-0.39	1296	0.8%	5.0	801	i
COc1c2c(nc3ccccc13)OC(C(C)(O)COC(C)=O)C2 (centres undefined)	9.4%	2.7%	0.127	-0.272	0.101	-0.267	4.5	3.8	7.4	i	-4.8	3.26*	789*	-1.0%	1.0	729	i
CCN(CC)C1=CC(=[N+]2CCCC2)CC(C)(C)C1	30.2%	6.1%	-0.982	-0.148	0.0233	0.812	4.2	1.5	3.4	i	10.6	-3.65	512	-3.4%	-46.7	621	i
CC(=O)Nc1nc2c(C)c(Cl)ccc2s1	-6.1%	-2.0%	-0.633	-0.248	0.303	-0.517	.	.	.	.	.	0.01	1108	.	3.8	724	i
CC1(C)CC(=O)C(C(=O)/C=C/c2ccco2)C(=O)C1	37.8%	4.5%	1.06	1.28	1.19	-1.6	1.2	1.1	2.3	i	2.2	1.02	1364	3.3%	3.0	508	i
